From PubChem
TRPML3 agonist: human TRPML3 channel agonists, primary screen, cell-based, HEK293 TRPML3-YFP, Fluo-8 calcium fluorescence, 3 µM. Mucolipin-3 (Homo sapiens), Q8TDD5. 100% = the carbachol control signal. activation, % at 3 µM. 220,000 tested, 0.29% active. AID 1448, 2008;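 active = activation above its plate's cutoff, the mean activation of the plate's test wells plus 3 SD, cut at about 12% in these data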;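 note: 0% = DMSO only wells and 100% = carbachol wells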
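Material: HEK293 cells stably carrying human TRPML3-YFP; compound dosing: single dose, 3 µM final nominal compound, 0.3% DMSO final; incubation: 1-h 37 °C dye load, 5-s basal, 120-s post-compound reads; technique: Fluo-8 intracellular calcium fluorescence, excitation 470-495 nm, emission 515-575 nm; read-out basis: percent activation from peak-to-basal fluorescence ratio, scaled between DMSO and carbachol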
CHOP inhibitor: inhibitors of CHOP promoter induction, primary screen, cell-based, unfolded protein response, luciferase reporter; inhibition, % at 10 µM; 220,000 tested, 3.8% active; CHO-K1 CHOP-promoter luciferase, tunicamycin-induced, 15-18 h; AID 2732, 2010;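 active = compounds that reduced the stress-induced luciferase reporter signal by more than about 70% of percent inhibition, limit read from the data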;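 note: 0% = tunicamycin plus vehicle and 100% = wells without tunicamycin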
Ba/F3 V617F tox: reduced viability of JAK2V617F-dependent Ba/F3 cells, primary screen, JAK2V617F inhibitor project, cell-based, Ba/F3 EpoR-JAK2V617F, luminescence; ATP luminescence; inhibition, % at 5.6 µM; 220,000 tested, 1.1% active;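 active = inhibition above the campaign mean plus 3 SD over all tested compounds, cut at about 24% in these data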;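 note: cytokine-independent growth of Ba/F3 cells driven by EpoR plus mutant JAK2; 0% = DMSO-treated cells and 100% = JAK inhibitor I control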
PPC-1+TRAIL kill: compounds killing PPC-1 cancer cells with TRAIL present, primary screen, TRAIL potentiator project, ATPLite luminescence, uHTS; PPC-1 cells + TRAIL, ATPLite viability luminescence; 220,000 tested, 0.41% active; cell killing (% activity), % at 4 µM; AID 1443, 2008;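 active = cell killing above 50% in the first pass at 4 µM, then a duplicate retest at 5 µM averaging 50% or more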;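 note: plate controls were cells with TRAIL plus DMSO for no effect and medium-only wells lacking cells for full effect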
TNF necrop inh: inhibitors of TNF-alpha triggered necroptosis, primary screen, cell-based, Jurkat FADD-/-, single concentration | activation (protection from cell death), % at 10 µM | Jurkat FADD-/- TNF necroptosis rescue, ATP luminescence, 24 h; 0 = TNF only, 100 = no-TNF cells | AID 463075, 2010 | 220,000 tested, 0.068% active;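 active = activation, meaning protection from cell death, of at least 50% relative to plate controls; inactive = activation below 50%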;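 note: necroptosis triggered by 40 ng/mL TNF-alpha added together with compound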
TRPN1 ag: zebrafish TRPN1 channel agonists, primary screen, cell-based, HEK293, calcium fluorescence. transient receptor potential cation channel N1 (TRPN1/NompC), Danio rerio. HEK293 zebrafish TRPN1-YFP, Fluo-8 calcium fluorescence; 100% = response to 87 µM carbachol. activation, % at 3 µM. 220,000 tested, 0.18% active;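 active = activation above its plate's cutoff, the mean activation of test wells on that plate plus 3 SD, cut at about 19% in these data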;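 note: 0% = DMSO alone and 100% = 87 µM carbachol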
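Material – zebrafish TRPN1-YFP in HEK293 cells · Doses – 3 µM single point · Schedule – dye 1 h 37 °C plus 30 min RT · Signal – Fluo-8 calcium fluorescence, excitation 470-495 nm, emission 515-575 nm · Read-out – % activation versus carbachol response · Control set – carbachol high, DMSO low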
BaF3 tox: parental Ba/F3 cell viability inhibition, counter-screen for JAK2V617F inhibitor project, murine pro-B, CellTiter-Glo luminescence; CellTiter-Glo ATP luminescence; inhibition, % at 5.6 µM; 220,000 tested, 1.1% active;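 active = inhibition above a per-campaign cutoff, the mean inhibition of all tested compounds plus 3 SD, cut at about 27% in these data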;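 note: 0% = DMSO wells and 100% = JAK Inhibitor I control wells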
RBBP9 inh: human RBBP9 inhibitors, primary screen, biochemical, fluorescence polarization, FP-Rh probe, HTS. Serine hydrolase RBBP9 (Homo sapiens), O75884. recombinant RBBP9. inhibition, % at 7.94 µM. 220,000 tested, 0.2% active. AID 1515, 2009;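 active = inhibition above the campaign mean of all tested compounds plus 3 SD, cut at about 14% in these data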;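 note: plate controls were DMSO wells with RBBP9 for no effect and wells lacking RBBP9 protein for full effect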
Target sequence (O75884 whole entry, looked up): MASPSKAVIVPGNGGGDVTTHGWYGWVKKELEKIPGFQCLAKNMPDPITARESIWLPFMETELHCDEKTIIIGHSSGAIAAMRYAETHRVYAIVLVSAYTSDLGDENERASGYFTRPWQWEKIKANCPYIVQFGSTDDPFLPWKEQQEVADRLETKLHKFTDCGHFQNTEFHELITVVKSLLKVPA
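Material: RBBP9 protein. Amount: RBBP9 at 2.5 µM in dispensed solution, before mixing. Schedule: 30 min then 45 min, 25 °C. Medium: Tris buffer pH 8.0, NaCl, Pluronic. Measured by: fluorescence polarization. Measure: percent inhibition from mP, scaled between DMSO and no-protein wells. Replication: one well per compound.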
Wee1 degr inh: Wee1 degradation inhibitors, primary screen, cell-based, HeLa, Wee1K328M-luciferase, luminescence; Wee1-like protein kinase (Homo sapiens), P30291; HeLa Luc-Wee1K328M stability; 100% = proteasome inhibitor MG132 effect; reporter increase, % at 5 µM; 220,000 tested, 1.2% active; AID 1321, 2008;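 active = activation above the mean of all tested compounds plus 3 SD, set per screening run, cut at about 8.8% in these data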;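 note: cells exposed to compound for 20 h before luminescence read; 0% = DMSO alone and 100% = MG132 at 30 µM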
Target sequence (P30291 whole entry K328M): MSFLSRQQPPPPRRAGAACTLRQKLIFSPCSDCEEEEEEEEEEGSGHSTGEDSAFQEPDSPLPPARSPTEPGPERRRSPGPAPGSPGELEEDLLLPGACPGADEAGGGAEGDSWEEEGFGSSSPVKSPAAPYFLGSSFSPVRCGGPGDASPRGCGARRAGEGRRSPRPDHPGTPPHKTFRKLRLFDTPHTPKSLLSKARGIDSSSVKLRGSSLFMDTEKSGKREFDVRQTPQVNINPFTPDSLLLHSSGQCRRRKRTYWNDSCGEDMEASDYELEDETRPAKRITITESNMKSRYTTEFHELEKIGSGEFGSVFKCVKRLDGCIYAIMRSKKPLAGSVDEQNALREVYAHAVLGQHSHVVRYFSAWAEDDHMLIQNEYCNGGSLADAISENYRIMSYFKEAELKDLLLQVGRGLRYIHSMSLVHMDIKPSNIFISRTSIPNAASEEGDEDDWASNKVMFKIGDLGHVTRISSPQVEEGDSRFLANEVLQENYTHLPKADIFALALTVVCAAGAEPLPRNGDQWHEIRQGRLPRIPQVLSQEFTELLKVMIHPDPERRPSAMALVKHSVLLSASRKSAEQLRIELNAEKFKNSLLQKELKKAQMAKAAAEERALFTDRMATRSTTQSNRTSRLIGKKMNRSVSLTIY
The depositor's hits bear a star.

smiles	TRPML3 agonist	BaF3 tox	RBBP9 inh	Ba/F3 V617F tox	PPC-1+TRAIL kill	TNF necrop inh	CHOP inhibitor	Wee1 degr inh	TRPN1 ag
CC(C)(C)C(=O)OCc1cn(-c2ccccc2)nn1	-0.1	0	-3	-4	11	-0.7	-2	-1	-0.1
O=C(Cn1c(=O)n2ncnc2c2c3c(sc21)CCCC3)c1ccccc1	-0.3	-4	-1	-3	23	-1.3	24	-2	-1.1
CN(C)CCCC1(O)c2ccccc2CCc2ccccc21	-0.6	7	-18	0	7	2.1	12	-3	1.4
Cc1cc(C(=O)N/N=C/c2ccc[nH]2)no1	-0.1	2	-10	7	12	2.3	-8	-2	0.3
Cc1ccc(COc2ccc(C)nc2[N+](=O)[O-])cc1	-0.4	4	2	1	23	0.1	-1	8.8*	-2.1
Cc1ccc(S(=O)(=O)N2CCC(C(=O)N3Cc4ccccc4C3)CC2)cc1	0.4	1	-5	0	0	-7.2	37	-2	-0.9
COc1ccc(/C(C)=N/OCC(=O)N=Nc2c(O)[nH]c3ccc(Br)cc23)cc1	0.2	0	-2	-4	8	-0.1	-13	0	2.0
Cn1c(=N)n(CC(=O)C(C)(C)C)c2ccccc21	0.6	0	-3	-3	19	1.0	4	1	-0.9
CC1Cc2ccccc2N1C(=O)CSc1nnc(-c2ccc(S(=O)(=O)N3CCCC3)cc2)o1 (stereo not given)	-0.5	2	-1	-3	0	-8.6	6	-2	2.0
Cc1cc(C)c(S(=O)(=O)n2c([N+](=O)[O-])cnc2C)cc1C	1.2	4	-6	-2	14	1.4	11	-2	1.2
CC1=Nc2ncnn2C(c2ccccc2)/C1=N\O (stereo not given)	0.5	2	12	-4	10	0.1	35	1	1.6
CCOC(=O)c1ccc(OCC(=O)c2ccc(O)cc2O)cc1	-0.5	2	-2	3	32	-5.6	29	1	-1.6
CCSc1nc2ccccc2n1CC(=O)N1CCCCC1	-0.1	1	-1	-4	-2	-2.6	17	2	-0.8
COC(=O)c1cccc(S(=O)(=O)N2CCC(NC(=O)Nc3cccc(F)c3)CC2)c1	-0.7	5	-4	1	21	-2.4	47	-1	-1.8
O=C1C2C3C=CC(C3)C2C(=O)N1Nc1c(Cl)cc(Cl)cc1Cl (stereo not given)	1.3	2	-9	4	-7	0.3	15	8	0.5
CC1=C(C(=O)OCc2ccccc2)C(c2ccc(C(C)(C)C)cc2)NC(=O)N1CCCCCC(=O)O (stereo not given)	0.8	1	0	-1	34	2.6	10	0	-0.8
CC1=C(C(=O)OC(C)(C)C)C(c2cccs2)NC(=O)N1 (stereo not given)	-0.6	7	-4	3	32	1.0	30	0	-0.3
CCOc1cc(N2CCOCC2)c(OCC)cc1NC(=O)c1ccc(C)cc1	-0.5	-2	-8	0	12	3.5	-16	7	-0.2
CCOC(=O)c1ccccc1NS(=O)(=O)c1ccc(C)cc1	0.5	4	-6	-3	2	-8.5	29	-2	-1.7
Cc1ccc(OCCn2cc(Br)c(=O)[nH]c2=O)cc1	-0.7	-1	0	-3	14	-0.8	13	3	-0.5
CC(C)CCn1nnnc1C(c1ccc(F)cc1)N1CCC(C(N)=O)CC1 (stereo not given)	0.7	5	-3	-1	0	-0.5	3	2	0.0
COc1ccc(/C=C/c2nc3ccccc3n2Cc2ccccc2OC)cc1	-1.1	3	-11	-2	35	1.9	-12	-3	-0.5
Cc1ccccc1CN1CCN(CC(=O)NCc2ccccn2)C1=O	0.9	6	-2	2	39	0.6	1	-2	0.8
Cc1nc2cc(Cl)c(Cl)cc2nc1C	1.0	5	-8	-3	-8	2.1	-6	2	0.2
Cc1ccccc1Cn1nc(C)c(NC(=O)c2cc(-c3ccco3)on2)c1C	-0.5	10	-5	3	9	1.8	0	-1	-0.9
CCC(=O)N1CCc2cc(S(=O)(=O)NCCC(=O)NC3CCCc4ccccc43)ccc21 (stereo not given)	0.6	3	0	0	13	-2.3	11	1	0.4
Cc1ccc(CNc2ccc3c(c2)ncn3C(C)C)cc1	36*	5	-3	-4	14	5.6	6	2	13
Nc1nc2n(n1)C(c1cccc(Cl)c1)CC(c1ccc(F)cc1)N2 (stereo not given)	0.9	13	3	4	-27	0.1	-22	-2	7.8
Cc1ccc(Cl)cc1NC(=S)N(CCCN1CCOCC1)Cc1ccco1	1.2	9	-7	1	8	0.1	20	2	-1.0
COc1ccc(C(=O)CSc2nnc(COc3ccc(C#N)cc3)n2-c2ccccc2)cc1	-0.9	-1	-8	-2	5	0.1	22	-1	0.2

Overlap with the part before: 5 compounds, followed by the next part.
smiles	TRPML3 agonist	BaF3 tox	RBBP9 inh	Ba/F3 V617F tox	PPC-1+TRAIL kill	TNF necrop inh	CHOP inhibitor	Wee1 degr inh	TRPN1 ag
CCC(=O)N1CCc2cc(S(=O)(=O)NCCC(=O)NC3CCCc4ccccc43)ccc21 (stereo not given)	0.6	3	0	0	13	-2.3	11	1	0.4
Cc1ccc(CNc2ccc3c(c2)ncn3C(C)C)cc1	36*	5	-3	-4	14	5.6	6	2	13
Nc1nc2n(n1)C(c1cccc(Cl)c1)CC(c1ccc(F)cc1)N2 (stereo not given)	0.9	13	3	4	-27	0.1	-22	-2	7.8
Cc1ccc(Cl)cc1NC(=S)N(CCCN1CCOCC1)Cc1ccco1	1.2	9	-7	1	8	0.1	20	2	-1.0
COc1ccc(C(=O)CSc2nnc(COc3ccc(C#N)cc3)n2-c2ccccc2)cc1	-0.9	-1	-8	-2	5	0.1	22	-1	0.2
COC(=O)CNC(=O)c1ccc(F)cc1	0.4	1	-8	-6	-2	2.8	-19	-2	1.4
COC(=O)/C=C1\SC(N)=NC1=O	0.8	-3	1	0	7	5.4	6	-1	5.0
Cc1ccc(-c2cc(C(F)F)n3ncc(C(=O)N4CCc5ccccc5C4)c3n2)cc1	-0.6	5	-11	1	3	-1.9	68	-1	-1.9
C/C(=N\NC(=O)c1c(C)nc2ccccn12)c1ccc(N2CCOCC2)cc1	0.5	-2	5	-5	29	0.8	-9	-3	-0.8
C=CCN(c1ccccc1C(=O)NCC(=O)O)S(=O)(=O)c1ccccc1C	0.7	0	0	-3	7	-0.8	9	-1	2.0
COC(=O)CSc1cc([N+](=O)[O-])cc2c1c(C1OCCO1)nn2-c1ccccc1	1.0	4	-2	-1	16	-1.4	23	-1	2.6
CCc1nnc(NC(=O)CN2CCN(C(=O)c3ccccc3)CC2)s1	0.8	10	-3	-1	-10	-0.2	-5	-1	1.3
O=[N+]([O-])c1ccc(-c2nc(=S)c3c(o2)CCCC3)cc1	0.3	3	4	-1	20	0.8	-30	-2	-0.5
Cc1ccc(C(=O)NC(=S)Nc2cccc(NC(=O)c3ccccc3)c2)cc1[N+](=O)[O-]	-0.2	-2	-12	-4	19	3.1	44	-1	-2.0
CCOC(=O)c1cnc(SC2CC(=O)N(c3ccc(OC)c(OC)c3)C2=O)nc1N (stereo not given)	1.2	3	2	-2	2	-0.8	-10	-1	1.0
Cc1ccc(N2C(=O)c3ccccc3C2=O)cc1	0.3	0	-13	-5	1	4.1	-9	-1	-1.0
O=C(NCc1ccccn1)c1ccc(Br)s1	0.4	-1	-3	-4	11	2.5	10	-3	0.8
COc1c(C)cc(Br)cc1C(=O)O	1.3	5	-10	0	17	-1.1	6	2	-2.0
CSc1nc(-c2ccc(Cl)cc2)nn1S(=O)(=O)c1ccccc1	1.0	6	-6	1	21	0.0	33	-1	0.9
COCCn1c(SCc2cc(=O)n3cc(C)ccc3n2)nc2ccccc2c1=O	0.4	4	-3	2	-7	-0.1	12	-3	0.3
CC1SC(C)C(=O)N(CC(=O)NC2CCCCC2)C1=O (stereo not given)	0.7	-3	-3	-2	4	0.7	1	-1	2.1
CCOc1ccc(NC(=O)c2cc(F)c(F)cc2Cl)cc1OCC	-1.2	4	-8	2	-12	-0.7	9	-2	-1.1
O=C(Nc1ccccc1C(F)(F)F)NC1CCCCCCC1	-0.1	3	-5	-3	1	1.7	49	-1	-2.8
Cc1nnc2c(NC(C)C)nc3ccccc3n12	0.4	-1	3	-4	23	-4.0	0	-1	1.0
Cc1cc(C)n(CC(=O)n2c(C)c(C)c3ccccc32)n1	0.0	-1	-2	-5	31	-0.1	9	2	-1.3
CCOC(=O)N1CCC(NC(=O)CCN2C(=O)C3C4C=CC(C4)C3C2=O)CC1 (stereo not given)	1.1	6	-6	-1	-5	1.4	-30	0	2.0
O=C(Cn1nnc2ccccc2c1=O)NC1CCCc2ccccc21 (stereo not given)	0.4	5	0	-3	-2	-1.4	-6	-1	-0.1
NS(=O)(=O)c1ccc(CNC(=O)CCSCCC(=O)NCc2ccc(S(N)(=O)=O)cc2)cc1	0.3	7	-2	0	7	1.0	-6	-4	0.9
CC1CC(C)CN(C(=O)/C(=C\c2ccccc2)c2ccccc2)C1 (stereo not given)	-0.2	5	-1	0	1	-0.6	68	-2	-1.1
CC(C)CN1CCN(Cc2nc3ccccc3s2)CC1CCO (stereo not given)	0.9	1	-7	-2	12	0.3	8	-1	1.1

Copied from the list:
Result for `O=C(Cn1nnc2ccccc2c1=O)NC1CCCc2ccccc21` (stereo not given) in CHOP inhibitor: -6
Result for `C/C(=N\NC(=O)c1c(C)nc2ccccn12)c1ccc(N2CCOCC2)cc1` in Wee1 degr inh: -3
Result for `Cc1ccc(N2C(=O)c3ccccc3C2=O)cc1` in BaF3 tox: 0
Result for `Cc1nnc2c(NC(C)C)nc3ccccc3n12` in TRPML3 agonist: 0.4
Result for `O=C(Nc1ccccc1C(F)(F)F)NC1CCCCCCC1` in PPC-1+TRAIL kill: 1
Result for `COc1c(C)cc(Br)cc1C(=O)O` in TRPN1 ag: -2.0
